CSM14.1 death rescue: protection against thapsigargin-triggered cell killing – 384-well, CSM14.1, ATP luminescence, primary screen (AID 1222); one-dose cellular ATP content (survival), % at 20 µM; EC50 in µM for titrated hits; 190,000 tested, under 10 active; CSM14.1 thapsigargin-induced death rescue, ATP luminescence; higher % means a stronger effect;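 active = EC50 below 50 µM in the dose-response confirmation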;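 note: death triggered by thapsigargin at about 15 µM added after 2 h compound pretreatment; cell ATP read after overnight thapsigargin exposure of roughly 18 to 22 hours; normalized against plate controls of thapsigargin alone and 5% DMSO vehicle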
Yfh1-depleted yeast: enhancers of respiration in Yfh1-depleted yeast, dose response, Friedreich's ataxia, plus single-dose screen (AID 1465) | 220,000 compounds, 0.074% hits | fold induction at 50 µM, or EC50 in µM where a hit was titrated | S. cerevisiae Yfh1-off respiration, WST-1 reduction, 72 h; higher fold induction means a stronger effect;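 active = fold induction of absorbance versus untreated yeast above a set limit, then at least 30% activation at any dose in follow-up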;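 note: activators that raise dye reduction in frataxin-depleted yeast; strong numbers were not always called active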
An asterisk follows results filed as active; i = inactive; . = no result given. A portion of the library, so the mix of outcomes need not match the whole.

entry	Molecule	CSM14.1 death rescue	Yfh1-depleted yeast
1	CCSc1nc2sc3c(c2c(=O)n1C1CCCCC1)CCN(C)C3	-3.5%	.
2	CCOC(=O)c1cc2c(=O)n3cccc(C)c3nc2n(Cc2ccccc2Cl)c1=N	-0.8%	.
3	Cc1ccc(-c2nn3c(-c4ccco4)nnc3c3ccccc23)cc1S(=O)(=O)N1CCOCC1	2.8%	.
4	O=C(O)C[C@H]1c2ccccc2S(=O)(=O)N1C1CCCCC1	.	i
5	CCOc1ccc(Cl)cc1Nc1nc(NCCO)nc(N2CCCC2)n1	.	i
6	CC1=C(C(=O)OCC(Br)(Br)Br)C(c2cccc([N+](=O)[O-])c2)NC(=O)N1CCCC(=O)O (stereo not given)	.	i
7	COc1ccc(CNC(=O)c2ccc(N3CCC4(CC3)CC(c3ccc(Cl)cc3)=NO4)c(NC(=O)c3ccccc3)c2)cc1	.	i
8	NC(=O)C1=C[C@@H](c2ccc3c(c2)OCO3)C[C@@H](OCCCCO)O1	.	i
9	CC1=C(n2ccnc2)CCC1=O	.	i
10	C=C[C@H]1[C@H](OC2OC(CO)C(O)C(O)C2O)OC=C(C(=O)OC)[C@H]1C[C@H]1CC(=O)C[C@H](CC(=O)CCc2ccc(O)cc2)O1 (stereo not given in full)	.	i
11	COc1ccc(CNC(=O)[C@@H]2CC=C[C@@H]3CCN(Cc4ccc(Cl)c(Cl)c4)C(=O)[C@@H]32)cc1	.	i
12	CCC(=O)OC1(C)C(=O)C=C2C=C(CCCC(=O)OC)OC=C2C1=O (stereo not given)	.	i
13	COC(=O)C1=C[C@@H](C(=O)OC)[C@@H]2C3=C(C(=O)[C@]2(CC(C)C)NC(=O)c2ccccc2)[C@H](C)n2c(=O)n(-c4ccccc4)c(=O)n2[C@@H]3C1	.	i
14	CC(Oc1ccccc1)C(=O)N1CCC2(CC1)Oc1ccc(F)cc1C(=O)C21CC(c2ccccc2)=NO1 (stereo not given)	.	i
15	CCO[C@@H]1OC(C(=O)NC2CC2)=C[C@H](C2CCCCC2)[C@H]1CCCO	.	i
16	CC(C)C(=O)NCCc1nc(-c2ccccc2)no1	.	i
17	COC(=O)C1=C(C)NC(C)=C(C(=O)OCC(C)C)C1c1ccccc1[N+](=O)[O-] (stereo not given)	.	i
18	COC(=O)CCC(=O)OC1(C)C(=O)C2=CN(C3CC3)C(c3ccc(OC)cc3)=CC2=C(Br)C1=O (stereo not given)	.	i
19	CC1(c2nnc(-c3ccccc3)o2)CC(c2c(Cl)cccc2Cl)=NO1 (stereo not given)	.	i
20	CCC(=O)NCCCc1nc(-c2ccccc2)no1	.	i
21	CCOC(=O)C1=C(C)N(Cc2ccccc2)C(=O)NC1c1ccccc1OS(=O)(=O)c1ccccc1[N+](=O)[O-] (stereo not given)	.	i
22	CCCC(=O)NC(C)c1nc(-c2ccc(C)cc2)no1 (stereo not given)	.	i
23	C=C1CCN([C@@H](CC(C)C)C(=O)N2CCOCC2)S(=O)(=O)c2ccccc21	.	i
24	C=C1CCN([C@@H](CC(C)C)C(=O)NCc2ccco2)S(=O)(=O)c2ccccc21	.	i
25	O=C1c2ccccc2S(=O)(=O)c2cc(N3CCN(c4ccccn4)CC3)ccc21	.	i
26	Nc1ncnc2c1ncn2[C@@H]1O[C@H](CO)[C@@H](O)[C@@H]1O	.	i
27	O=C(O)C[C@H]1c2cc(F)ccc2S(=O)(=O)N1C1CCCC1	.	i
28	CC(CCc1ccc(O)cc1)NCCc1ccc(O)c(O)c1 (stereo not given)	.	i
29	Cc1ccc(Cn2c(C3CCCN3c3nc(-c4ccc(F)cc4)cs3)nc3cc(C(=O)NCCCO)ccc32)cc1 (stereo not given)	.	i
30	CC(C)(C)OC(=O)N1CCC2(CC1)Oc1ccc(F)cc1C(=O)C21CC(c2ccccc2)=NO1 (stereo not given)	.	i
31	O=C(Nc1ccc(-c2ccccc2)cc1)c1ccc2c(c1)S(=O)(=O)c1ccccc1C2=O	.	i
32	COc1ccc(CN2[C@@H](CC(=O)O)c3ccccc3S2(=O)=O)cc1	.	i
33	CSc1sc(C(=O)NN)c2c1C(O)CCC2 (stereo not given)	.	i
34	C=C1CCN([C@@H](CC(C)C)C(=O)NCCC(C)C)S(=O)(=O)c2ccccc21	.	i
35	CN(C/C=C/C#CC(C)(C)C)Cc1cccc2ccccc12	.	i
36	CC1(C)Oc2cc3oc(-c4cc(O)cc(O)c4)cc3cc2CC1O (stereo not given)	.	i
37	COc1ccccc1C1=CC(=O)CCC1	.	i
38	C=CCOC(=O)C1=C[C@H](c2ccc(Br)cc2)C[C@H](OCCCCO)O1	.	i
39	COc1ccc(CNC(=O)C2(CC3CC(c4ccccc4)=NO3)CCN(C(=O)OC(C)(C)C)CC2)cc1 (stereo not given)	.	i
40	COCCN1C(=O)N[C@@H](c2ccccc2)[C@H](C(=O)OC)[C@H]1C	.	i
41	COCOc1ccc(-c2cc(=O)c3c(O)cc(OCOC)cc3o2)cc1	.	i
42	COCCNC(=O)c1onc(CSc2ccc(F)c(F)c2)c1C(=O)NCCOC	.	i
43	Cc1ccc(Cn2c(C(C)Nc3nc(C)cs3)nc3cc(Cl)c(Cl)cc32)cc1 (stereo not given)	.	i
44	COc1ccc(-c2csc(NCCc3nc4cc(Cl)c(Cl)cc4n3CCCO)n2)cc1	.	i
45	CCCCOC(=O)c1ccc(NC(=O)c2c(N)n(C)c(=O)[nH]c2=O)cc1	.	i
46	CNC(C)C#Cc1ccc2oc3cc(C)c(C)cc3c(=O)c2c1 (stereo not given)	.	i
47	CCOC(=O)C[C@H]1c2ccc(C(F)(F)F)cc2S(=O)(=O)N1c1ccccc1	.	i
48	CCC1(CC)C(=O)C2=C3C1[C@H](C(=O)OC)C=C(C(=O)OC)C[C@H]3n1c(=O)n(-c3ccccc3)c(=O)n1[C@H]2C (stereo not given in full)	.	i
49	COCOc1cc(O)c2c(=O)c(OCOC)c(-c3ccc(OCOC)c(OCOC)c3)oc2c1	.	i
50	COc1ccc(CNC(=O)c2ccc(N3CCC4(CC3)CC(c3ccc(Cl)cc3)=NO4)c([N+](=O)[O-])c2)cc1	.	i

Whole records, looked up by structure.
Results for CCOC(=O)C[C@H]1c2ccc(C(F)(F)F)cc2S(=O)(=O)N1c1ccccc1 : CSM14.1 death rescue = .; Yfh1-depleted yeast = i
Results for COc1ccc(CNC(=O)c2ccc(N3CCC4(CC3)CC(c3ccc(Cl)cc3)=NO4)c(NC(=O)c3ccccc3)c2)cc1 : CSM14.1 death rescue = .; Yfh1-depleted yeast = i
Results for COC(=O)CCC(=O)OC1(C)C(=O)C2=CN(C3CC3)C(c3ccc(OC)cc3)=CC2=C(Br)C1=O (stereo not given) : CSM14.1 death rescue = .; Yfh1-depleted yeast = i

Additional entries:
entry	Molecule	CSM14.1 death rescue	Yfh1-depleted yeast
51	O=C1NCCC12C(=O)Nc1ccccc12 (stereo not given)	.	i
52	O=C(/C=C/c1cccs1)N1CCC2(CC1)Oc1ccc(Cl)cc1C(=O)C21CC(c2ccc(Cl)cc2)=NO1 (stereo not given)	.	i
53	O=C1C[C@@H](c2ccccc2)Oc2cc(O)cc(O)c21	.	i
54	C/C=C(\C)C(=O)NCCN1C2=NC[C@H](Cc3ccccc3)N2C[C@@H]1Cc1ccc(OC)cc1	.	i
55	COC(=O)[C@H]1C[C@H]1[C@@H](NC(=O)c1ccc[nH]1)c1ccccc1	.	i
56	CC(C)C[C@H]1COCCS(=O)(=O)N1Cc1cccc(Cl)c1	.	i
57	C#CCOCCOCCOCCNc1nc(N2CCN(C(=O)C([C@@H](C)CC)n3cc(C(N)COC(=O)C(F)(F)F)nn3)CC2)nc(N2CCN(C(=O)C([C@@H](C)CC)n3cc(C(N)CC(C)C)nn3)CC2)n1 (stereo not given in full)	.	i
58	Oc1cc2c(cc1O)C(c1ccccc1)CNCC2 (stereo not given)	.	i
59	CC(=O)Oc1ccc(-c2cc3c(OC(C)=O)cc(OC(C)=O)cc3oc2=O)cc1	.	i
60	Cc1nnc(SCCCOc2ccccc2)nc1C	.	i
61	C=C(C)c1sc(-c2ccc(Cl)cc2)nc1C	.	i
62	CNC(C)C#Cc1ccc2sc3cc(OC)c(OC)cc3c(=O)c2c1 (stereo not given)	.	i
63	COC(=O)C1NC(=O)N2C(C(=O)OC)C(C)(C)S[C@H]12 (stereo not given in full)	.	i
64	CCOC(=O)C1=C(C)N(CCCC(=O)O)C(=O)NC1c1ccc2ccccc2c1 (stereo not given)	.	i
65	CCOc1ccc2c(c1)OC1(CCC(C)C1)CC2=O (stereo not given)	.	i
66	CCOc1ccc(C2=CC(c3ccccc3)n3ncnc3N2)cc1 (stereo not given)	.	i
67	Cn1cccc1C1C=C(c2ccc(C(C)(C)C)cc2)Nc2ncnn21 (stereo not given)	.	i
68	CCOC(=O)c1cn(Cc2ccccc2)c(C(=O)OC(C)(C)C)c1O	.	i
69	O=C1[C@H]2[C@H](C=CC[C@H]2C(=O)N2CCOCC2)CCN1Cc1ccc(Cl)c(Cl)c1	.	i
70	C=C1CCN([C@@H](CC(C)C)C(=O)NCc2ccc(Cl)cc2)S(=O)(=O)c2ccccc21	.	i
71	O=C(NCC1CC1)c1ccc2c3n(nc2c1)-c1ccc(Cl)cc1CO3	.	i
72	CN(C(=O)OC(C)(C)C)c1ccc(-c2nc3ccccc3s2)cc1	.	i
73	Nc1cc(N)cc(-c2nc3ccccc3o2)c1	.	i
74	CC(=O)C[C@H]1c2cc(F)ccc2S(=O)(=O)N1c1ccc(N(C)C)cc1	.	i
75	Cc1ccc(C2=NOC(c3nnc(-c4ccccc4)o3)C2)cc1 (stereo not given)	.	i
76	CCOC(=O)C1=C(C)N(CCCC(=O)O)C(=O)NC1c1ccccc1OS(=O)(=O)c1ccccc1[N+](=O)[O-] (stereo not given)	.	i
77	CC(C)(C)NCC(O)c1ccc(O)c(CO)c1 (stereo not given)	.	i
78	O=C(O)[C@@H](O)[C@H](O)C(=O)O	.	i
79	Nc1nc(OCc2ccccc2)c2[nH]cnc2n1	.	i
80	C#CCCOC(=O)N1C2=NC(C(=O)OC)=C(C(=O)OC)[C@@H]3N(C)c4ccccc4[C@]23C[C@H]1CO	.	i
81	NC(CS(=O)O)C(=O)O (stereo not given)	.	i
82	COc1cc(/C=C/CO)ccc1O[C@@H]1O[C@H](CO)[C@@H](O)[C@H](O)[C@H]1O	.	i
83	Cc1ccc(CN2C(=O)[C@H]3Cc4c([nH]c5ccccc45)C(C)(C)N3C2=O)cc1	.	i
84	O=C(N[C@H](CO)Cc1ccccc1)c1ccco1	.	i
85	CC1(c2nnc(-c3cccc(Cl)c3)o2)CC(c2cccc(Cl)c2)=NO1 (stereo not given)	.	i
86	COc1cccc(N2[C@@H](CC(=O)O)c3cc(C(F)(F)F)ccc3S2(=O)=O)c1	.	i
87	COC(=O)[C@@H]1[C@@H](C)N(Cc2ccccc2)C(=O)N[C@H]1c1ccccc1	.	i
88	O=C(NCc1ccccc1)C1=C[C@H](c2ccc(C(F)(F)F)cc2)C[C@H](OCCCCO)O1	.	i
89	c1ccc(-c2cnc(-c3ccccn3)nn2)cc1	.	i
90	CCCCNC(=O)c1onc(CSc2ccccn2)c1C(=O)NCCCC	.	i
91	O=C1N=C(O)CN1/N=C/c1ccc(-c2ccc([N+](=O)[O-])cc2)o1	.	i
92	COc1ccc(CNC(=O)Nc2ccc([N+](=O)[O-])cc2)cc1	.	i
93	CC1(C)[C@H](C(=O)O)N2C(=O)C[C@H]2S1(=O)=O	.	i
94	COC(=O)CCC(=O)OC1(C)C(=O)C=C2C=C(C3CC3)N(c3ccc(CO)cc3)C=C2C1=O (stereo not given)	.	i
95	CN(C)CCNC(=O)c1onc(CSc2ccncc2)c1C(=O)NCCN(C)C	.	i
96	O=C(NCc1ccccc1)C1(C(F)(F)F)C/C(=C/CCO)CCCO1 (stereo not given)	.	i
97	Cn1ccnc1-c1nnn(-c2ccc(Cl)c(Cl)c2)n1	.	i
98	CC(=O)OC1CCC2C3CCC4=CC(=O)CCC4(C)C3CCC2(C)[C@]1(C)O (stereo not given in full)	.	i
99	NCCN1CCN(CC(=O)N2c3ccccc3C(=O)Nc3cccnc32)CC1	.	i
100	CC1CCC(NC(=O)c2ccc3c(c2)S(=O)(=O)c2ccccc2C3=O)CC1 (stereo not given)	.	i

New compounds follow.
entry	Molecule	CSM14.1 death rescue	Yfh1-depleted yeast
101	CC1(OC(=O)c2cccs2)C(=O)C=C2C=C(c3ccsc3)OC=C2C1=O (stereo not given)	.	i
102	COC(=O)C1=C(C)NC(C)=C(C(=O)O[C@@H]2CCCN(Cc3ccccc3)C2)[C@@H]1c1cccc([N+](=O)[O-])c1	.	i
103	COc1ccc(C2=NOC(C)(c3nnc(-c4ccccc4)o3)C2)cc1 (stereo not given)	.	i
104	CC1(OC(=O)C2CCCC2)C(=O)C=C2C=C(c3ccc(C#N)cc3)OC=C2C1=O (stereo not given)	.	i
105	C=C1CCN(c2ccc(C(=O)NCc3ccc(OC)cc3)cc2[N+](=O)[O-])CC1	.	i
106	COc1ccccc1Nc1cc2cc(Br)ccc2c(=O)[nH]1	.	i
107	C=CCN1c2ccccc2[C@]23C[C@@H](C(=O)OC)N(C(=O)NC4CCCC4)C2=NC(C(=O)OC)=C(C(=O)OC)[C@H]13	.	i
108	O=C(NC1CCCCC1)c1ccc2c(c1)S(=O)(=O)c1ccccc1C2=O	.	i
109	CC1(c2nnc(-c3cccc(Cl)c3)o2)CC(c2ccc(Cl)cc2)=NO1 (stereo not given)	.	i
